High-throughput results: PubChem BioAssay, several laboratories
DAT uptake mod: changed hDAT dopamine uptake under cocaine IC80, either direction, primary screen, cocaine antagonist project, cell-based, LLC-PK1 hDAT, [14C]-dopamine uptake, MLSMR; Sodium-dependent dopamine transporter (Homo sapiens), Q01959; LLC-PK1 hDAT cells, [14C]-dopamine uptake with cocaine IC80; actives deviate in either direction; B-score at 10 µM; hit rate 1.3% among 110,000;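 active = Z score or B-score, a plate-position-corrected score, falls beyond the plate's 99.7% confidence bounds, in either direction; inactive = both scores lie inside the 99.7% bounds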;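 note: scored against the spread of the other compound wells on the same plate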
Target sequence (Q01959 whole entry, looked up): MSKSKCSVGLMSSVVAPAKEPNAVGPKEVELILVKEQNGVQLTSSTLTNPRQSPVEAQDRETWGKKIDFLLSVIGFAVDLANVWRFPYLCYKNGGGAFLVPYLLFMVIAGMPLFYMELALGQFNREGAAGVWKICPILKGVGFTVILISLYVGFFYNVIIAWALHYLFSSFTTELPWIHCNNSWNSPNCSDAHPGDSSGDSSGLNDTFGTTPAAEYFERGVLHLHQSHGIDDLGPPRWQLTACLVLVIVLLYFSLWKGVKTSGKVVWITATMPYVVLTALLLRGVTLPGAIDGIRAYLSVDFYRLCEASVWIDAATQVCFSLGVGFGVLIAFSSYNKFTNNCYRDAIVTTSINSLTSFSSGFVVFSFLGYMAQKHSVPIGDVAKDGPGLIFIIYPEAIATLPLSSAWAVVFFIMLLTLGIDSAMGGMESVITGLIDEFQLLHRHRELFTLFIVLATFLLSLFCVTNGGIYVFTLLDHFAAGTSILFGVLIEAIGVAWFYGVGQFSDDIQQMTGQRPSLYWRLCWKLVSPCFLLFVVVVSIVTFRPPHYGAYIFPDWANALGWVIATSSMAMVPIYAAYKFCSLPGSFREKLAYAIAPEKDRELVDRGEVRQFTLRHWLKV
PostGolgi yeast: phenotypic screen on post-Golgi transport, primary screen. hit rate 0.9% among 98,000. inhibition, % at 10 µM. AID 739, 2007. post-Golgi transport phenotypic cell assay;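 note: yeast cells grown in 1536-well plates; yeast grown about 18 h at 30C before absorbance read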
PostGolgi ctrl: growth inhibition of yeast control strain, primary screen, counter-screen for post-Golgi transport modulator project | inhibition, % at 10 µM | hit rate 5% among 98,000 | efflux-deficient yeast background strain, growth absorbance A615, 16 h
S1P2 ag: S1P2 receptor agonists, primary screen, cell-based. Sphingosine 1-phosphate receptor 2 (Homo sapiens), O95136. S1P2-expressing cell line, agonist reporter read-out. activation, % at 4.5 µM. hit rate 0.46% among 97,000; in the data active = activation above about 16%;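 note: 0% = vehicle low control and 100% = maximal reference agonist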
Target sequence (O95136 whole entry, looked up): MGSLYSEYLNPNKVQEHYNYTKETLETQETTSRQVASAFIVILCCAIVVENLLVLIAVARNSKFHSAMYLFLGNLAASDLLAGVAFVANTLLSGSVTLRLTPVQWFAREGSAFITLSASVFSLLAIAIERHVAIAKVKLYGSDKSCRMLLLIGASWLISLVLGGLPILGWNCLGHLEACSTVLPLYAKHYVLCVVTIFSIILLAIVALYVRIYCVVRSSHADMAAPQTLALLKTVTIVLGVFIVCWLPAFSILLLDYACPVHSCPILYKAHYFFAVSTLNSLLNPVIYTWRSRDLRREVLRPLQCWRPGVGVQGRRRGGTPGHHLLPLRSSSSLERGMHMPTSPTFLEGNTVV
S1P2 antag: human S1P2 receptor antagonists, primary screen, cell-based; Sphingosine 1-phosphate receptor 2 (Homo sapiens), O95136; cell-based S1P2 antagonist assay, inhibition at 5 uM; inhibition, % at 5 µM; hit rate 0.21% among 97,000; AID 736, 2007; in the data active = inhibition above about 45%;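 note: CRE beta-lactamase reporter cells expressing human S1P2 stimulated with S1P; 0% = agonist at EC80 alone and 100% = agonist plus reference antagonist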
H69AR growth 86K: proliferation blockers of H69AR lung cancer cells, primary screen, cell-based, human, 86K library; H69AR lung tumor viability, ATP luminescence, 72 h; stronger effect = lower value; viability, % at 10 µM; hit rate 6% among 85,000; AID 598, 2007;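 active = viability at or below 40%; inactive = viability above 40%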;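 note: multidrug resistant small cell line overexpressing MRP-1 efflux transporter; 100% = mean luminescence of untreated control wells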
HUVEC prolif 384: inhibitors of HUVEC proliferation, primary screen, cell-based, 384-well; CellTiter-Glo luminescence, 72 h; stronger effect = lower value; AID 648, 2007; hit rate 1.1% among 86,000; viability, % at 10 µM (by protocol);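 active = viability at or below 30%; inactive = viability above 30%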;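 note: 100% = median luminescence of DMSO-only cell control wells on each plate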
E coli WT exp: growth inhibitors of wild-type E. coli, primary screen, strain BW25113, expanded library, OD600. growth inhibition, % at 100 µM. hit rate 0.15% among 98,000. OD600 absorbance;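 active = growth inhibition above about 50% at one test dose, limit read from the data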;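 note: growth measured after 20 h incubation at 37 °C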
Lung fibro prol: antiproliferative effect on LL 47 fibroblasts – human, LL 47 cells, CellTiter-Glo luminescence, primary screen; viability, % at 10 µM; hit rate 1.1% among 85,000; LL 47 human lung fibroblast viability, ATP luminescence; stronger effect = lower value;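 active = viability at or below 50% in the single dose screen; inactive = viability above 50%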;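 note: compound exposure lasted 72 h before the ATP readout; 100% = median luminescence of untreated cell-only wells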
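Benchmarks: Cell-only wells, no compound | Test system: LL 47 human lung fibroblasts, passage 12 or lower | Input: 1,150 cells/well | Measured by: CellTiter-Glo luminescence measuring cellular ATP | Medium: IMEM, 15% FBS supplement | Schedule: Overnight attachment after seeding, then 72 h compound exposure at 37 °C | Doses: Compound addition at 0.1% DMSO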
Numbers without * were called inactive; nt = not tested or not shown. Cut-off read from the data, not from the text of the source, unless noted: active = inhibition above about 30%; inactive = the rest.

Preview, two compounds:
SMILES	DAT uptake mod	PostGolgi yeast	PostGolgi ctrl	S1P2 ag	S1P2 antag	H69AR growth 86K	HUVEC prolif 384	E coli WT exp	Lung fibro prol
Cc1nc(NC(=O)C2CCCCC2)sc1C	1.8	nt	nt	-3	26	91	97	nt	108
Cn1cc(/C=N/n2cnc3sc4c(c3c2=O)CCCC4)c2ccccc21	0.92	-1	21	-6	-20	26*	78	-8	90

This part in full, previewed entries included:
SMILES	DAT uptake mod	PostGolgi yeast	PostGolgi ctrl	S1P2 ag	S1P2 antag	H69AR growth 86K	HUVEC prolif 384	E coli WT exp	Lung fibro prol
Cc1nc(NC(=O)C2CCCCC2)sc1C	1.8	nt	nt	-3	26	91	97	nt	108
Cn1cc(/C=N/n2cnc3sc4c(c3c2=O)CCCC4)c2ccccc21	0.92	-1	21	-6	-20	26*	78	-8	90
CN(C)c1ccc(P(=O)(OCc2ccccc2)C(O)c2ccncc2)cc1 (configuration not stated)	nt	-2	-10	-2	-15	76	90	9	99
Cc1[nH]c(=O)[nH]c(=O)c1CSc1nnc([C@@H](NC(=O)OC(C)(C)C)C(C)C)o1	-0.091	-7	-1	-2	14	92	99	-3	84
CN1CCC(OC(=O)c2cccc(Br)c2)CC1	0.56	3	8	-3	31	91	86	-3	96
CSc1cccc(NC(=O)C(C)Sc2ccc(C)cc2)c1 (configuration not stated)	-1.3	3	9	-5	-13	84	94	-8	99
COc1ccc(S(=O)(=O)Nc2c3ccccc3nc(=O)n2-c2ccccc2)cc1	0.8	6	3	0	-13	110	97	0	106
O=S1(=O)N=C(Oc2ccccc2)c2ccccc21	-0.062	-5	0	-2	29	95	107	2	98
CC1CC(OCC(O)CN2CCN(Cc3ccccc3)CC2)CC(C)(C)C1 (configuration not stated)	-1.5	83*	32*	-7	-4	nt	nt	15	nt
CCCNC(=O)c1cccc(C(F)(F)F)c1	0.16	3	5	-8	-15	nt	nt	4	nt
O=c1nc2c(-c3ccccc3F)n[nH]n2c2ccccc12	0.79	-4	25	-5	-8	81	73	-2	93
C=CCSc1nnc(-c2cnn(-c3ccccc3)c2-n2cccc2)n1C	0.92	19	16	0	-13	87	94	-1	100
O=C(Nc1ncc2c(n1)-c1ccccc1CC2)c1cccc(Cl)c1	nt	5	12	-4	4	nt	nt	21	nt
COc1ccccc1C(=O)Nc1c2c(nn1-c1cccc(C)c1C)CS(=O)C2 (configuration not stated)	nt	-4	4	3	-10	92	99	3	98
O=C(CSC1=NCCS1)NC1CCCCC1	0.14	0	7	-8	3	78	101	6	96
CCOC(=O)CCc1c(C)c2ccc(OC(C)C(=O)OCC)c(C)c2oc1=O (configuration not stated)	-0.11	-2	8	0	12	74	93	-3	102
O=C(CSc1ncnc2c1oc1ccccc12)NC1CCCCC1	0.79	-4	-5	-2	-32	81	108	5	100
CC(/C=N/n1cnnc1)=C\c1ccco1	-0.073	8	12	nt	nt	89	97	3	108
CN(C)/C=C(\C(=O)c1ccc(Cl)cc1)c1nnnn1-c1ccc(Cl)cc1	-0.1	nt	nt	-1	0	86	90	nt	100
COc1ccc(-n2nnnc2S(=O)(=O)CC(=O)N2CCCCC2)cc1	-0.45	2	7	-10	53*	2.0*	69	10	33*
O=C(CSc1ncccc1-c1nc2ccccc2[nH]1)NCc1ccco1	0.44	34*	13	-4	0	62	85	0	90
Cc1ccc(OCCCC(=O)N2CCOCC2)c(C)c1	-1.9	5	15	-4	2	101	89	9	95
Cc1cc(S(=O)(=O)N2CCN(Cc3ccccc3)CC2)c(C)s1	0.41	-8	7	-3	13	92	92	-9	88
COc1ccc(C2(C(=O)Nc3ccc(C(=O)O)cc3)CCOCC2)cc1	-0.58	-7	-8	1	6	96	103	-3	nt

Exported bar-delimited: 3 of the compounds above.
smiles | DAT uptake mod | PostGolgi yeast | PostGolgi ctrl | S1P2 ag | S1P2 antag | H69AR growth 86K | HUVEC prolif 384 | E coli WT exp | Lung fibro prol
O=C(CSc1ncccc1-c1nc2ccccc2[nH]1)NCc1ccco1 | 0.44 | 34* | 13 | -4 | 0 | 62 | 85 | 0 | 90
Cc1ccc(OCCCC(=O)N2CCOCC2)c(C)c1 | -1.9 | 5 | 15 | -4 | 2 | 101 | 89 | 9 | 95
Cc1cc(S(=O)(=O)N2CCN(Cc3ccccc3)CC2)c(C)s1 | 0.41 | -8 | 7 | -3 | 13 | 92 | 92 | -9 | 88

Other entries
SMILES	DAT uptake mod	PostGolgi yeast	PostGolgi ctrl	S1P2 ag	S1P2 antag	H69AR growth 86K	HUVEC prolif 384	E coli WT exp	Lung fibro prol
CCCCN(CCCC)C(=O)c1nsnc1-c1ccccc1O	-0.53	-4	13	-2	-13	89	105	-2	92
CSCc1cc(N(C)C)nc(SCc2ccc(Cl)c(Cl)c2)n1	1.5	-9	19	-1	-13	nt	nt	-2	nt
O=C(NCc1ccccc1)C1CCCN1S(=O)(=O)c1cccc2cccnc12 (configuration not stated)	-0.26	-6	4	-2	11	85	96	-2	90
CCOC(=O)CN1C2=NCCN2c2ccccc21	-0.19	-3	0	-4	15	101	108	1	105
COc1ccc2nc3oc(C(=O)Nc4ccc(OC)c(OC)c4)cc3cc2c1	0.023	0	4	-8	-5	77	106	-10	97
CCOc1ccc(C(=O)c2ccncc2)cc1	-0.043	-7	3	-3	-8	86	93	13	97
CCOC(=O)/C(=C/c1c2ccccc2cc2ccccc12)NC(=O)c1ccccc1	1.1	14	25	-1	-1	nt	nt	-2	nt
CCC(=O)Nc1cccc(NC(=O)CSc2nnnn2C2CCCC2)c1	-0.13	-2	9	-6	14	61	103	8	107
CCSc1nnc(N2C(=O)CC(c3ccsc3)C3=C2CC(C)(C)CC3=O)s1 (configuration not stated)	-0.21	5	16	-3	-7	92	86	-13	94
COc1ccc(-c2c(C(=O)O)nc3ccccc3c2C(=O)O)cc1	0.03	3	16	-8	-7	nt	nt	-5	nt
CCN(CC)CCCN(Cc1cc2ccc(C)c(C)c2[nH]c1=O)C(=O)NC1CCCCC1	1.7	1	7	-3	7	78	71	7	89
CC1Cc2ccccc2N1C(=O)CSc1ccccc1 (configuration not stated)	1	-2	10	-5	5	nt	nt	3	nt
CC(C)NC(=O)NC(=O)COc1c(F)c(F)cc(F)c1F	0.54	-7	10	-3	-21	nt	nt	6	nt
CC1CCCCC1NC(=S)Nc1ccc(SC(F)F)cc1 (configuration not stated)	0.069	6	16	-1	-4	32*	42	12	44*
Cc1csc(/C(C#N)=N/O)n1	0.34	-1	2	-6	17	98	99	-24	95
NC(=O)c1cccnc1Oc1cccc(Cl)c1	0.05	-3	6	-1	-26	nt	nt	-3	nt
O=C(N/N=C/C=C\c1ccco1)c1cccnc1	-0.019	-5	15	-6	-18	100	101	-3	100
CCCc1cc(=O)oc2cc(C)cc(OCC(=O)O)c12	0.12	13	6	0	-33	97	102	0	105
COc1ccc(C2C(C#N)=C(N)Oc3n[nH]c(-c4ccccn4)c32)c(OC)c1OC (configuration not stated)	nt	0	-1	-3	-6	91	89	-3	101
c1ccc(C2CC3CC(c4ccccc4)N2O3)cc1 (configuration not stated)	-0.18	nt	nt	-2	-3	106	99	nt	100
CC(C)(C)c1ccc(OCCCC(=O)NC2=NCCS2)cc1	0.93	-1	12	-1	-16	nt	nt	5	nt
CC(Sc1ccc2c(c1)OCCO2)C(=O)Nc1ncc(Cl)cc1Cl (configuration not stated)	0.17	11	5	1	17	94	88	2	94
COc1cccc(N(CC(=O)Nc2cccc(N(C)S(C)(=O)=O)c2)S(C)(=O)=O)c1	0.019	6	4	-3	-5	96	78	1	79
O=C(CN1CCN(CCN2C(=O)c3cccc4cccc(c34)C2=O)CC1)c1ccc(F)cc1	1	4	-5	-4	2	nt	nt	-2	nt
COc1ccc(OC)c(NC(=O)CCN2CCCCC2)c1	0.56	0	18	-2	-2	82	95	7	96
COc1cccc(NC(=O)COC(=O)c2ccc(S(=O)(=O)NCc3ccco3)cc2)c1	-0.73	-5	1	-6	-9	nt	nt	-6	nt
O=C1c2ccccc2S(=O)(=O)N1CC(O)COc1ccc(Cl)cc1 (configuration not stated)	2.1	3	6	nt	nt	100	105	-2	95
COc1ccc(CCNS(=O)(=O)c2ccc(Cl)s2)cc1OC	-0.83	-1	28	-5	0	93	89	4	93
O=C(NCCCN1CCc2ccccc2C1)C1CCN(c2nnc(-n3cccc3)s2)CC1	-0.00088	-6	4	nt	nt	77	99	-2	101
COc1ccc(CCNC(=O)c2nnc(Cc3ccc(Cl)cc3)o2)cc1OC	-0.005	10	-1	-4	7	97	95	-5	100
CCc1nn(C(C)C(=O)Nc2cccc(C)c2C)c(=O)c2cc3occc3n12 (configuration not stated)	0.032	2	13	nt	nt	nt	nt	-6	nt
O=C(CSc1nnc(-c2ccccc2)n1Cc1ccccc1)N1CCCC1	1.3	0	8	-2	-6	80	93	7	104
COC(=O)COc1ccc(S(=O)(=O)Nc2ccc(C(N)=O)cc2)cc1	-0.33	6	-1	-3	-11	90	85	6	90
Cc1csc(NC(=O)CSc2nnc(-c3ccncc3)n2C)n1	-0.78	23	3	-9	14	110	89	5	93
O=C(c1cc(-c2ccncc2)nc2ccc(Br)cc12)N1CCN(c2ccccn2)CC1	-0.2	13	22	-3	19	22*	57	-11	94
COc1ccccc1N1CCN(C(=O)c2ccc(S(=O)(=O)N3CCCCCC3)cc2)CC1	0.24	-1	3	-2	-13	89	87	-2	95
CC(C)Cc1nnc(NC(=O)CCC(=O)N2CCN(c3ccccn3)CC2)s1	0.47	-4	8	-1	-4	100	98	6	97
Cc1ccc(S(=O)(=O)Cn2nnnc2C(C(C)C)N2CCN(Cc3ccco3)CC2)cc1 (configuration not stated)	0.0054	3	6	-2	-7	99	87	8	96
Cc1ccccc1NC(=O)c1cccc(N2C(=O)C3C4CCC(C4)C3C2=O)c1 (configuration not stated)	-0.029	-6	-3	-1	-18	nt	nt	3	nt
CCOc1ccccc1C1C(C#N)=C(N)Nc2onc(-c3ccccc3)c21 (configuration not stated)	-0.03	-3	-2	-8	14	84	95	0	104
O=C(C1CCN(Cc2ccc(OCc3ccccc3)cc2)CC1)N1CCCC1	0.17	0	-3	nt	nt	59	101	4	92
CCN(CC)S(=O)(=O)c1ccc(Cl)c(C(=O)NC2CCCC2)c1	-0.041	5	0	-8	12	102	97	-7	97
COc1ccccc1NC(=O)Cn1cnc2c(cnn2-c2ccc(C)c(C)c2)c1=O	nt	3	14	3	0	109	98	-6	nt
COC(=O)c1ccc(N(C(=O)c2ccco2)C(C(=O)NC2CCCC2)c2ccco2)cc1 (configuration not stated)	1.9	nt	nt	-4	-20	79	100	nt	96
CCSc1nc2ccccc2n1CC(=O)N1CCCCC1	-1.4	7	18	-1	11	78	101	-3	108
Fc1cccc(NC(=S)N2CCCCC2)c1	-0.06	-20	11	-6	-3	nt	nt	3	nt
Cc1cccc(NS(=O)(=O)c2ccc(C3CCCCC3)cc2)c1	-0.14	-5	50*	-7	-7	nt	nt	-7	nt
O=CNCC(=O)NC1CCCCCC1	0.47	9	-1	-4	13	88	96	3	99
CC1=C(Sc2ccccn2)C(=O)NC(C)(C)C1	-0.6	1	0	-3	16	73	97	0	98
CC12C=CC3(O1)C(C(=O)N(c1ccccc1)C3C(=O)NC1CCCC1)C2C(N)=O (configuration not stated)	-0.054	nt	nt	-3	5	90	86	nt	99
CCn1c(SCCOc2ccc(OC)cc2)nnc1C(CO)NC(=O)c1ccc(OC)cc1 (configuration not stated)	2	4	4	-5	-23	74	83	-1	96
Cc1nc2ccccc2n2c(O)c(CC(=O)O)cc12	-0.36	9	-5	nt	nt	95	91	-7	98
